Pol iota inh – blocks human DNA polymerase iota activity; Pol iota fluorescent replication assay, 10 min; Potency, µM (top dose mostly 115 µM), inactives show at the top dose activity, negative = inhibition, usual class: inhibitors; AID 588590; 390,000 tested, 1% active; Q9UNA4
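Fluorescent replication assay read twice, at 0 min and 10 min after adding 50 nM (final) substrate. Enzyme (10 nM) and compounds were first incubated 15 min at room temperature; enzyme-free buffer wells were negative controls.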
JMJD2A Tudor – inhibitors of human JMJD2A Tudor domain. AlphaScreen JMJD2A-Tudor / H3K4me3 peptide binding. Potency, µM (highest dose often 114 µM), without a hit: at the top dose activity change, negative = inhibition, usual class: inhibitors. 390,000 tested, 4.4% active. AID 504339; note: % is set by controls: 0 for no effect and ±100 for the full control effect; nearly all actives have a fitted effect of over 50% in size
Pin1 inhibitor – human Pin1 inhibition | AID 504891 | 390,000 tested, 0.009% active | Q13526 | Pin1 FP peptide displacement, HiFluor488, 10 min | Potency, µM (highest dose often 115 µM), without a hit: top-dose activity, negative = inhibition, hits mostly inhibitors; active = well fitted inhibition curve with a large enough effect in the polarisation, with a control signal flat, not every such curve was filed as active; inconclusive = small, poorly fitted or top-dose-only effect, or effect the other way, or a change in a side signal; inactive = no such curve, though single readings can be large or run the other way; the % refers to the polarisation; note: % is set by controls: 0 for no effect and ±100 for the full control effect
BAZ2B inh – inhibitors of human BAZ2B bromodomain. Q9UIF8. AlphaScreen BAZ2B-H3K14Ac peptide displacement. Potency, µM (top dose mostly 114 µM), without a hit: at the highest dose activity change, negative = inhibition, most hits filed as inhibitors. 360,000 tested, 4.4% active. AID 504333; note: % is set by controls: 0 for no effect and ±100 for the full control effect; nearly all actives have a fitted effect of over 60% in size
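Multi-concentration screen (max 110 uM) measuring displacement of acetylated histone H3 peptide from BAZ2B by AlphaScreen, using 50 nM protein, 50 nM peptide and 10 ug/mL streptavidin donor plus Ni-chelate acceptor beads.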
G9a inh – G9a (human) methyltransferase inhibition; Q96KQ7; G9a H3K9 monomethylation, AlphaScreen, 2 h; Potency, µM (doses to about 102 µM), without a hit: at the highest dose activity, negative = inhibition, actives largely listed as inhibitors; 350,000 tested, 8.8% active; AID 504332; note: % is set by controls: 0 for no effect and ±100 for the full control effect; nearly all actives have a fitted effect of over 75% in size
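Methyltransferase reactions run at room temperature for 2 h (20 nM enzyme, 500 nM biotin-H3K9 peptide, 20 uM SAM) after a 15 min compound preincubation; product detected by AlphaScreen beads and anti-H3K9me1 antibody.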
HP1b chromo inh – HP1-beta chromodomain-methylated histone interaction inhibition | P83916 | AlphaScreen HP1-beta / biotin-H3K9me3 peptide binding | Potency, µM (doses to about 114 µM), for inactives: at the highest dose activity change, negative = inhibition, hits mostly inhibitors | 390,000 tested, 0.56% active | AID 540317; note: nearly all actives have a fitted effect of over 70% in size; inactives centre near 23
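HP1-beta protein (50 nM final) preincubated 30 min at room temperature with biotinylated H3(1-18)K9me3 peptide (50 nM) in PBS pH 7.4, 0.01% Tween-20, then compound added for 30 min. AlphaScreen streptavidin donor/nickel chelate acceptor beads (10 ug/mL final), 30 min dark, luminescence read.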
GLS inh – inhibitors of human glutaminase (GLS). O94925. GLS enzymatic activity, qHTS titration. Potency, µM (series often up to 45.5 µM), for the others: top-dose activity change, negative = inhibition, hits mostly inhibitors. 410,000 tested, 0.21% active. AID 624170; note: % is set by controls: 0 for no effect and ±100 for the full control effect
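hKGA; 45 mM KH2PO4 pH 8.2 + 0.02% Tween-20; cpd via pin tool; 1 mM Gln soln; GluOx/HRP/Amplex Red; RT 30 min; fluor. t0 & final.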
BLM inh – Bloom syndrome helicase (human) inhibition | 350,000 tested, 0.2% active | recombinant BLM DNA unwinding, fluorescence dequenching | Potency, µM (top dose mostly 56.1 µM), for inactives: at the highest dose activity change, negative = inhibition, usual class: inhibitors | P54132 | AID 2528;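 note: plate controls were vehicle for no effect and no enzyme for full effect; nearly all actives have a fitted effect of over 35% in size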
Tb PGK inh – blocks T. brucei phosphoglycerate kinase; PGK/GAPDH coupled, Kinase-Glo luminescence, 60 min; Potency, µM (titrated, usually from 57.5 µM), for the others: top-dose activity change, negative = inhibition, hits mostly inhibitors; 380,000 tested, 0.043% active; AID 602233; P07378; note: % is set by controls: 0 for no effect and ±100 for the full control effect; nearly all actives have a fitted effect of over 60% in size
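Luminescent ATP detection (Kinase-Glo Plus) follows a 60-minute room-temperature incubation, with wells lacking PGK as controls. Buffer: 100 mM TEA (pH 7.6), 5 mM MgCl2, 0.01% Tween-20. Coupling enzyme GAPDH (100 nM final) supplies unstable 1,3-BPG in-well.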
Active calls of the source: *; i = inactive; ? = inconclusive; · = no result given; & = joins results of further samples; [ ] = another dose, or the depositor's remark. Unless noted, calls come from the whole dose curve; as a rule, active = well fitted curve in the direction sought with a large enough effect; inconclusive = small, poorly fitted or top-dose-only effect, or another doubt; inactive = no such curve, though single readings can be large; an effect the other way counts as inactive or inconclusive. Potency is the fitted concentration of half-maximal effect. Some of the compounds tested. The share of hits here may be higher or lower than overall.

No.	Pol iota inh	JMJD2A Tudor	Pin1 inhibitor	BAZ2B inh	G9a inh	HP1b chromo inh	GLS inh	BLM inh	Tb PGK inh	molecule
1	-16%	-21%	21%	79µM*	?	10%	2%	·	3%	Cc1c(C(=O)N2CCN(S(=O)(=O)c3cc(F)ccc3F)CC2)oc2ccccc12
2	?	?	?	·	·	?	17%	·	-16%	CCCCC(=O)OCC(=O)C1(O)Cc2c(O)c3c(c(O)c2C(OC2CC(NC(=O)C(F)(F)F)C(O)C(C)O2)C1)C(=O)c1c(OC)cccc1C3=O (configuration not stated)
3	74%[activator]	2%	13%	-12%	-43%	43%[activator]	3%	-12%	i	Cn1cnnc1SCC(=O)NC1CCCCC1
4	?	?	6%	-31%[57.1 µM]	?	-9%	11%	-11%	-7%	CN(Cc1ccccc1)S(=O)(=O)c1ccc2[nH]c3c(c2c1)CCCCC3
5	33%[activator]	-17%	-13%	-16%	3%	0%	2%	-3%	i	NC(=O)Nc1ccc(Cl)cc1
6	47%[activator]	-12%	-2%	7%	25%	?	-1%	-1%	-7%	CC1CCCC(NC(=O)CCCn2c(=O)[nH]c3cc(Cl)ccc3c2=O)C1C (configuration not stated)
7	8%	12%	-15%	-15%	-4%	22%	1%	0%	-7%	CCOC(=O)N1CCN(C(=O)c2ccc(N3CCCC3=O)cc2)CC1
8	6%	-17%	-1%	1%	0%[59 µM]	10%	0%	1%	-5%	COc1ccccc1OCC(=O)Nc1ccccc1C(=O)NCc1ccco1

Rewritten field by field: two of the compounds above
(5) NC(=O)Nc1ccc(Cl)cc1
  Pol iota inh: 33%[activator] | JMJD2A Tudor: -17% | Pin1 inhibitor: -13% | BAZ2B inh: -16% | G9a inh: 3% | HP1b chromo inh: 0% | GLS inh: 2% | BLM inh: -3% | Tb PGK inh: i
(8) COc1ccccc1OCC(=O)Nc1ccccc1C(=O)NCc1ccco1
  Pol iota inh: 6% | JMJD2A Tudor: -17% | Pin1 inhibitor: -1% | BAZ2B inh: 1% | G9a inh: 0%[59 µM] | HP1b chromo inh: 10% | GLS inh: 0% | BLM inh: 1% | Tb PGK inh: -5%

Going on with the list:
No.	Pol iota inh	JMJD2A Tudor	Pin1 inhibitor	BAZ2B inh	G9a inh	HP1b chromo inh	GLS inh	BLM inh	Tb PGK inh	molecule
9	1%	-3%	-8%	2%	-11%	23%	-10%	-4%	-9%	O=C(NCc1ccc(F)cc1)N1CCN(S(=O)(=O)c2ccccc2F)CC1
10	?	-1%	0%	3%	6%	53%[activator]	-5%	0%	-8%	CC(=O)Nc1ccc(S(=O)(=O)NC2Cc3ccccc3C2)cc1
11	13%	-9%	-8%	2%	5%	-5%	-1%&-12%	1%&-8%	-2%	CC1(C)[C@@H](O)CC[C@]2(C)[C@H]3C(=O)C=C4[C@@H]5C[C@@](C)(C(=O)O)CC[C@]5(C)CC[C@@]4(C)[C@]3(C)CC[C@@H]12
12	-18%	?	17%	25µM*	-8%[0.0925 µM]	-1%	11%	-3%	7%	COc1ccc(Br)cc1C(=O)NC(=S)Nc1ccc(CN2CCOCC2)cc1
13	?	-32%	26%	5%	11%[12.7 µM]	20%	-11%	·	-3%	COC(=O)c1sc(NC(=O)COc2cccnc2[N+](=O)[O-])c(C(=O)OC)c1C
14	-10%	-22%	-5%	-22%	6%[12.7 µM]	61%[activator]	1%	-2%	4%	CN(Cc1nccs1)C(=O)C1CCC(=O)N(CCCc2ccccc2)C1 (configuration not stated)
15	30%	-20%	2%	1%	13%[59 µM]	25%	-6%	2%	-8%	N#Cc1cc([N+](=O)[O-])cnc1Nc1ccccc1
16	40%[activator]	-3%	-7%	-3%	7%	14%	0%	0%	2%	O=C(COc1ccccc1)NCC(=O)N1CCCC1
17	51%[activator]	8%	5%	-4%	33%	26%	-12%	-1%	-10%	Cc1ccc(NC(=O)c2ncc(Cl)c(Cl)c2Cl)cc1C
18	39%[activator]	-7%	1%	0%	·	22%	19%	-3%	8%	O=C(O)c1cccc(Oc2cccc(Cl)n2)c1
19	-6%	-10%	?	8%	-12%[59 µM]	19%[57 µM]	-11%	-5%	-10%	Cc1ccccc1C(=O)Nc1ccc(OCc2cc(=O)n3ccccc3n2)cc1
20	5%	?	0%	-17%	-19%	7%	-17%	-1%	8%	CC(NC(=O)COc1ccc([N+](=O)[O-])cc1)c1ccccc1 (configuration not stated)
21	29%	-5%	39%[activator]	25%	1%[59 µM]	30%	14%	-16%	3%	O=c1[nH]c(CSc2ncccn2)nc2c1cnn2-c1ccccc1
22	40%[activator]	-32%	8%	-35%	6.3µM*	22%	-16%	-5%	0%	O=C(/C=C/NCC(=O)c1ccccc1)c1ccc(Br)cc1
23	1%	?	-1%	?	?	5%	21%	-3%	0%	Cc1ccc(S(=O)(=O)NNC(=S)NC(=O)c2ccc([N+](=O)[O-])cc2)cc1
24	24%	-7%	2%	2%	6%	28%	0%	-3%	-6%	CN1C2CCC1CC(NS(=O)(=O)c1cccc(C(F)(F)F)c1)C2 (configuration not stated)
25	37%[activator]	-8%	-1%	-4%	-9%[59 µM]	14%	-8%	0%	2%	O=S(=O)(NC1=NCCC1)c1cccs1
26	?	-10%	5%	-17%	-45%	25%	12%	-7%	-5%	CC(Cl)C(=O)c1ccc2c(c1)CCN2C(=O)C1CC1 (configuration not stated)
27	-2%	5%	20%	-6%	10%[12.7 µM]	33%	7%	1%	i	CC(=O)N1C(=O)c2cccc3cccc(c23)C(=O)N1C(C)=O
28	23%	16%	10%	3%	76%[activator]	50%[activator]	-3%	-6%	-10%	COc1ccccc1NC(=O)c1cc(S(=O)(=O)N2CCCCCC2)ccc1F
29	-5%	-9%	-3%	2%	1%	43%[activator]	1%	-2%	1%	Cc1noc(C)c1COC(=O)[C@@H](NC(=O)c1ccccc1Cl)C(C)C
30	17%	?	-4%	?	?	-12%	35%[activator]	-1%	-10%	Cc1ccc(N2CCN(/N=C/c3cccnc3)CC2)cc1
31	-9%	-22%	5%	-7%	-9%[59 µM]	43%[activator]	-3%	-11%	-1%	O=C(Nc1cccc(Cl)c1)c1cc(S(=O)(=O)NCCc2ccc(Cl)cc2)ccc1F
32	19%	-1%	0%	7%	-7%[12.7 µM]	30%	3%	·	-3%	Cc1ccc(C(=O)Nc2cc(C(F)(F)F)ccc2-n2cncn2)o1
33	85%[activator]	-23%	-1%	-32%	13%[59 µM]	15%	-16%	-6%	-5%	CCOC(=O)C1=C(c2ccccc2)NC(=O)NC1c1cc(OCC)c(O)c([N+](=O)[O-])c1 (configuration not stated)
34	24%	-9%	8%	10%	17%[59 µM]	60%[activator]	-1%	-7%	-1%	O=C(NCc1cc(C(F)(F)F)cc(C(F)(F)F)c1)C1CC(c2cccc([N+](=O)[O-])c2)=NO1 (configuration not stated)
35	5%	-12%	-11%	-26%	-23%[12.7 µM]	47%[activator]	4%	-6%	-5%	CCN1CCN(Cc2ccc(OCc3ccccc3)cc2)CC1
36	-9%	-21%	0%	-8%	?	35%	11%	2%	-11%	O=C(O)Cc1sc(-c2ccccc2)nc1-c1ccccc1
37	23%	-7%	-4%	-6%[57.1 µM]	18%	17%	4%	-9%	8%	COc1cc2c(cc1OC)CN(C(=O)C1CCN(S(=O)(=O)c3ccccc3F)CC1)CC2
38	0%	1%	-3%	-22%	?	39%	2%	2%	2%	O=c1c2ccccc2n2c(-c3ccc(F)cc3)nnc2n1Cc1ccccc1
39	-2%	-24%	-26%	-38%	?	13%	9%	-5%	5%	CC(C)c1ccc(/C=c2\sc3nc(-c4ccncc4)nn3c2=O)cc1
40	22%	-33%	?	3%	17%[59 µM]	40%[activator]	-1%	-22%	-11%	CC(C)C[C@H](NC(=O)c1[nH]cnc1C(=O)Nc1ccc(CNC(=O)OC(C)(C)C)cc1)C(=O)OC(C)(C)C
41	36%[activator]	?	-1%	?	-6%[12.7 µM]	-4%	-6%	-11%	-2%	O=c1c(C=NCCCn2ccnc2)c(-c2ccccc2)[nH]n1-c1nc2ccccc2s1
42	?	-19%	-3%	4%	14%	22%	-3%	-1%	-7%	Cc1ccc(NC(=O)C2CCN(S(C)(=O)=O)CC2)cc1C

From entry 33 up to 42, copied from above:
No.	Pol iota inh	JMJD2A Tudor	Pin1 inhibitor	BAZ2B inh	G9a inh	HP1b chromo inh	GLS inh	BLM inh	Tb PGK inh	molecule
33	85%[activator]	-23%	-1%	-32%	13%[59 µM]	15%	-16%	-6%	-5%	CCOC(=O)C1=C(c2ccccc2)NC(=O)NC1c1cc(OCC)c(O)c([N+](=O)[O-])c1 (configuration not stated)
34	24%	-9%	8%	10%	17%[59 µM]	60%[activator]	-1%	-7%	-1%	O=C(NCc1cc(C(F)(F)F)cc(C(F)(F)F)c1)C1CC(c2cccc([N+](=O)[O-])c2)=NO1 (configuration not stated)
35	5%	-12%	-11%	-26%	-23%[12.7 µM]	47%[activator]	4%	-6%	-5%	CCN1CCN(Cc2ccc(OCc3ccccc3)cc2)CC1
36	-9%	-21%	0%	-8%	?	35%	11%	2%	-11%	O=C(O)Cc1sc(-c2ccccc2)nc1-c1ccccc1
37	23%	-7%	-4%	-6%[57.1 µM]	18%	17%	4%	-9%	8%	COc1cc2c(cc1OC)CN(C(=O)C1CCN(S(=O)(=O)c3ccccc3F)CC1)CC2
38	0%	1%	-3%	-22%	?	39%	2%	2%	2%	O=c1c2ccccc2n2c(-c3ccc(F)cc3)nnc2n1Cc1ccccc1
39	-2%	-24%	-26%	-38%	?	13%	9%	-5%	5%	CC(C)c1ccc(/C=c2\sc3nc(-c4ccncc4)nn3c2=O)cc1
40	22%	-33%	?	3%	17%[59 µM]	40%[activator]	-1%	-22%	-11%	CC(C)C[C@H](NC(=O)c1[nH]cnc1C(=O)Nc1ccc(CNC(=O)OC(C)(C)C)cc1)C(=O)OC(C)(C)C
41	36%[activator]	?	-1%	?	-6%[12.7 µM]	-4%	-6%	-11%	-2%	O=c1c(C=NCCCn2ccnc2)c(-c2ccccc2)[nH]n1-c1nc2ccccc2s1
42	?	-19%	-3%	4%	14%	22%	-3%	-1%	-7%	Cc1ccc(NC(=O)C2CCN(S(C)(=O)=O)CC2)cc1C

Bioassay records (PubChem BioAssay)
